Growth percent in the NCI-60 one-dose screen (48 h, 10 µM unless noted): 100 = growth as untreated, 0 = no growth, -100 = all killed.
HL-60(TB): HL-60(TB) leukemia cells; hit rate 9% among 78,000; active = growth percent below 10
* hit, by the source's call; & = joins results of further samples; [ ] = another dose, or the depositor's remark. Not all compounds are listed. The share of hits here may be higher or lower than overall.

SMILES	HL-60(TB)
S=C(N/N=C/c1ccc(Cl)cc1Cl)Nc1cccc2ccccc12	113.3
C[C@]12CC[C@H]3[C@@H](CC=C4C[C@@H](O)CC[C@@]43C)[C@@H]1CC[C@@H]2c1ccn[nH]1	91.8
Cn1c(=O)c(C#N)c(-c2ccccc2)n2c(SCc3ccccc3)nnc12	90.7
O=S(=O)(OCc1ccc2c(c1)OCO2)c1ccccc1	98.7
Nc1c(C(=O)Nc2ccccc2)sc2ncc(Cl)cc12	90.9
NC1=NCc2nc3ccccc3c(=O)n2C1	90.9
CCCc1cc(=O)n2c(C(=O)Nc3ccc(Cl)cc3C)c(C(=O)Nc3ccc(F)cc3)sc2n1	99.5[30 µM]
FC(F)(F)c1ccc(-c2cn3nc(-c4c[nH]c5ccccc45)sc3n2)cc1	66.5
CC(=O)N1c2ccccc2-n2cccc2C1c1ccc2c(c1)OCO2 (configuration not stated)	67.7
COc1ccc(-c2nc(C(C)C(=O)O)n(-c3nc(C)cc(-n4nc(C(C)C(=O)O)nc4-c4ccc(OC)cc4)n3)n2)cc1 (configuration not stated)	107.7
COc1ccc(/C=N/n2cnc3oc(-c4ccccc4)cc3c2=N)cc1	105.1
C#Cc1cccc(NC(=O)c2cccc(N=C=S)c2)c1	100.9[8.25 µM]
C[N+]1(CCC2CCCCC2)CCOCC1	102.5
CCNC(=O)[C@H](O)[C@@H](N)Cc1ccccc1	101.6
O=C(CCCCCCN1CC(=O)N2[C@@H](C3CC3)c3[nH]c4ccccc4c3C[C@H]2C1=O)NO	31.8
C#CCOc1cc(N(CC)CC)ccc1C(C(=O)NC(C)(C)C)N(C(=O)C1CCc2cc(F)ccc2O1)c1ccc(F)c(Cl)c1 (configuration not stated)	27.2
Nc1cccc(S(=O)(=O)c2cccc(N)c2)c1	-10.6*
Cn1c(SCC(=O)Nc2ccc(-c3nc4ccc([N+](=O)[O-])cc4[nH]3)cc2)nc2ccccc2c1=O	91.1
COc1ccc(-c2c(C#N)c(-c3ccco3)nc3c2c(-c2ccccc2)nn3-c2ccccc2)cc1OC	102.2
C[C@@H](c1ncncc1F)[C@](O)(Cn1cncn1)c1ccc(F)cc1F	111.1
NC(=O)CS	116.2
CCN(CCO)CCCNc1ccnc2cc(Cl)ccc12	90.3
Nc1nc2ccc(CNc3ccc(C(=O)NC(CC(=O)O)C(=O)O)cc3)cc2c(=O)[nH]1 (configuration not stated)	4.5*
CC1=C(C(=O)OCc2ccccc2)C(c2ccc3c(c2)OCO3)n2c(nc3ccccc32)N1 (configuration not stated)	-14.7*
CC1[C@H](C)OC(=O)CC(O)CC(O)CC(O)CCC(O)C(O)C[C@]2(O)CC(O)C(C(=O)O)C(CC(OC3O[C@H](C)[C@@H](O)[C@H](N)[C@@H]3O)/C=C/C=C/C=C/C=C/CC/C=C/C=C/[C@H](C)[C@H]1O)O2 (some centres not stated)	110.3
C#C[C@]1(O)CC[C@H]2[C@@H]3CC=C4c5sc(Nc6ccc(Cl)cn6)nc5CC[C@]4(C)[C@H]3CC[C@@]21C	6.4*
CC(=O)CC(=O)NC1CCCCC1	86.5
Cc1ccc(O)c(C2=NN(c3ccc(S(C)(=O)=O)cc3)C(=O)CC2)c1	83.7
O=S(=O)(c1ccc(N=Cc2ccccc2O)cc1)N(c1ccccc1)C1C=CC=CC1 (configuration not stated)	93.4
CNC1=C([N+](=O)[O-])C(c2ccc(F)cc2)C(C#N)=C(c2cccs2)O1 (configuration not stated)	101.1
COc1ccc(C(=O)/C=C/c2c(-c3ccc(F)cc3)nc3sccn23)cc1OC	188.0
COc1ccc(NC(=O)NNC2=NC(c3ccc(Cl)cc3)C(C(C)=O)=C(C)N2)cc1 (configuration not stated)	111.7
Oc1ccccc1CN1CCOCC1	100.1
O=S(=O)(O)c1c(N=Nc2c(O)ccc3ccccc23)ccc2ccccc12	72.1
C=CCNC(=S)Nc1ccc(OC(=O)Nc2ccc(Cl)c(Cl)c2)cc1	116.0
NC(=O)C(Cc1cc(I)c(O)c(I)c1)NC(=O)c1ccccc1 (configuration not stated)	120.4
Clc1ccccc1C1OC1c1ccccc1Cl (configuration not stated)	97.0
COc1ccc(/C=C/C(=O)c2ccc(OC)c(S(=O)(=O)Nc3cccnc3)c2)cc1	93.4
CC(COc1ccc(C(C)(C)C)cc1)OC(=O)Cc1ccccc1 (configuration not stated)	105.3
C[C@]12CC[C@H]3[C@@H](CCC4=CC(=O)CC[C@@]43C)[C@@H]1CC[C@@H]2C(=O)CF	83.0
Nc1c(S(=O)(=O)O)cc2c(c1Cl)C(=O)c1ccccc1C2=O	124.9
COCCCNC1=C(C#N)C(=O)NC(c2cccc([N+](=O)[O-])c2)S1 (configuration not stated)	104.4
COc1ccc(/C=C2\SC(=O)NC2=O)cc1	86.1
CCCC(=O)Oc1cc(C)ccc1C(C)C	107.3
CCn1c(SCC(=O)NNC(=S)Nc2ccc(F)cc2)nc2c1c(=O)n(C)c(=O)n2C	99.0
CC(C)CCSc1nc(-c2ccc(F)cc2)c(C#N)c(N2CCN(C)CC2)n1	73.8
CCCOc1cc2c(cc1OCC)[C@@H]1C[C@@H](O)[C@H](O)[C@H](O)[C@H]1NC2=O	101.3
CCN1C2CCC1/C(=C\c1ccc(OC)cc1OC)C1=C2[C@@H](c2ccc(OC)cc2OC)C(C#N)=C(N)O1 (some centres not stated)	19.2
O=C(N/N=C/c1ccc(Cl)cc1)c1ccccc1Nc1ccnc(C(F)(F)F)c1	31.9
Cc1cc(=O)oc2cc(OCCOc3cccc(/C=C/C(=O)NO)c3)ccc12	47.8
O=[N+]([O-])c1ccc(CI)cc1	64.4
CCSC1=Nc2c(c(-c3ccccc3)cn2-c2ccc(C)cc2)C2=NCCN12	95.7
C=CCN(CC=C)c1nc(N)nc(N)n1	144.7
Fc1ccc(-c2cc3nc(C(Cl)Cl)nc(-c4ccccc4)n3n2)cc1	-17.3*
CCOC(=O)CCn1c(-c2ccccc2)cc(-c2ccccc2)c(C#N)c1=O	84.6
COc1ccc(C(=S)N2CCN(c3ccccc3C)CC2)cc1	61.0
Nc1nc(Cl)c2[nH]cnc2n1	89.5
CCOc1cc(NC(=O)Nc2ccc(Oc3ccnc(C(=O)NC)c3)cc2F)ccc1Cl	33.8
COc1cc(/C=C\c2cc(/C=C\c3ccc(O)c(OC)c3)n(C(=O)CNc3ccccc3OC)n2)ccc1O	25.5
CC(C(Cl)c1ccccc1)S(=O)c1ccccc1 (configuration not stated)	106.6

Further results.
SMILES	HL-60(TB)
CCC(C)NCC(O)(c1ccc(Cl)cc1)c1ccc(Cl)cc1 (configuration not stated)	81.1
CC(=O)OC/C=C1/CC[C@H]2[C@@H]3C[C@H](C)C4=CC(=O)CC[C@]4(C)[C@H]3[C@@H](O)C[C@]12C	85.4
COc1nc(NC=O)cc(=O)n1C	105.3
O=C(CSc1nnc(-c2ccc(NC(=O)c3cccnc3)cc2)o1)Nc1ccc(F)cc1	98.2
CCCCCC(=O)OCCC1CCCCC1	109.0
C=C(C)[C@@H]1CC[C@]2(C(=O)N3CCN(CC)CC3)CC[C@]3(C)[C@H](CC[C@@H]4[C@@](C)(CCC(=O)N5CCN(CC)CC5)[C@H](C(=C)C)CC[C@]43C)[C@@H]12	30.4
CCOC(=O)c1cnc(SCC)[nH]c1=O	95.9
COC(=O)c1cc(C(=CCC[C@H]2CC[C@@]3(C)C(CC[C@@H]4C3CC[C@@]3(C)C4CC[C@@H]3[C@H](C)CCCC(C)C)C2)c2cc(Cl)c(OC)c(C(=O)OC)c2)cc(Cl)c1OC (some centres not stated)	113.0
CCCCCCCCCc1ccc(OC(C)=O)cc1	107.6
Cc1ccc(Nc2nc(-c3ccc(O)cc3)nc3n[nH]c(Nc4ccccc4)c23)cc1	45.8
COc1ccc(C(=O)O)cc1	96.6
CC(C)(C)CC(C)(C)[N+](=O)[O-]	105.2
CCSc1nnc(-c2ccc(NC(=O)c3cccnc3)cc2)o1	94.0
CCOC(=O)C1(NC(=O)C(CO)NC(C)=O)CCCC1 (configuration not stated)	70.8
Cc1ccc(-c2cc(-c3cnn(-c4ccccc4)n3)nc(N)n2)cc1	91.4
COc1cc(-c2nn(-c3cccc(NC(=O)c4ccccc4)c3)cc2-c2ccncc2)ccc1Cl	-18.8*
CN1C(=O)N(C)C2C1NC(=O)N2CC(=O)Nc1ccccc1O (configuration not stated)	99.3
C=C1c2nc3ccccc3n2C=C(c2ccc(Cl)cc2)N1Cc1ccc(OC)cc1	53.0
COc1ccc(-c2c3c(N)nc(-c4ccccn4)nc3nc3c2c(C)nn3-c2ccccc2)cc1	106.1
CCC(C)C(NC(=O)OC(C)(C)C)C(=O)OCc1c2c(c(OC)c3c1OCO3)C(C1OC(=O)c3c1ccc(OC)c3OC)N(C)CC2 (configuration not stated)	104.9
C[Si](C)(C)CNCCNC[Si](C)(C)C	89.6
CC1=CC(=O)C(C(C)C)=CC1=Nc1cc(Br)c(O)c(Br)c1	-9.9*
CCOC(=O)C1=C2C(=O)[C@@]3(C)C=C(C)C[C@H]3C[C@H](C)[C@H]2CC[C@@H]1C	101.6
NNC(=O)c1ccc(Cl)cc1	88.8
CS(=O)(=O)Nc1cc(-c2ccc3ncnc(Nc4ccc(OCc5cccnc5)c(Cl)c4)c3c2)cnc1Cl	-59.5*
COc1cc2[nH]c(O)c(C=O)c2cc1OC	107.5
COc1ccc(C2C=C(c3ccc(OC)c(OC)c3)N=C3SC=C(C)N32)c(Br)c1 (configuration not stated)	101.4
O=C1/C(=C/c2ccc(I)cc2)Cc2cc3c(cc21)OCO3	93.9
CS(=O)(=O)c1ccc(-c2nc3ccccn3c2/C=N/Nc2nc(-c3ccc(Cl)cc3)cs2)cc1	99.2
CC1=NN(c2nc3ccccc3n3c(C)nnc23)C(=O)C1	111.2
CC1COC(C)(C)O1 (configuration not stated)	99.6
O=C(CCc1nnc2sc(Nc3ccc(Cl)cc3)nn12)c1nc2ccccc2[nH]1	106.5
CCS/C(Cl)=C(\Cl)SCC	98.6
O=C(NCc1cc(C(F)(F)F)ccc1Cl)C1CCC(=O)N1c1cccs1 (configuration not stated)	97.1
O=C(Nc1ccccc1)Nc1ccc(Oc2ncnc3sc4c(c23)CCCC4)cc1	101.7
Cc1cccc(-c2nc(Nc3ccc(C(=O)O)cc3)c3ccccc3n2)c1	92.7
CC(=O)O[C@H]1CC[C@H]2[C@@H]3CC=C4c5sc(-c6cccc(Cl)c6)nc5CC[C@]4(C)[C@H]3CC[C@]12C	103.5
CCCCCCCCC(=O)Oc1ccc(/C(=C(/C)Cc2cccc(OCC)c2)c2ccc(OCCN(C)C)cc2)cc1	87.8
CCC/C=C(\CC)C(=O)OCC1CC=CCC1C (configuration not stated)	87.8
O=C(Nc1ccc(OS(=O)(=O)c2ccc(C(F)(F)F)cc2)cc1)C1CCCCCCC1	89.1

Another view of part of the listing above:
mol | HL-60(TB)
COc1cc2[nH]c(O)c(C=O)c2cc1OC | 107.5
COc1ccc(C2C=C(c3ccc(OC)c(OC)c3)N=C3SC=C(C)N32)c(Br)c1 (configuration not stated) | 101.4
O=C1/C(=C/c2ccc(I)cc2)Cc2cc3c(cc21)OCO3 | 93.9
CS(=O)(=O)c1ccc(-c2nc3ccccn3c2/C=N/Nc2nc(-c3ccc(Cl)cc3)cs2)cc1 | 99.2
CC1=NN(c2nc3ccccc3n3c(C)nnc23)C(=O)C1 | 111.2
CC1COC(C)(C)O1 (configuration not stated) | 99.6
O=C(CCc1nnc2sc(Nc3ccc(Cl)cc3)nn12)c1nc2ccccc2[nH]1 | 106.5
CCS/C(Cl)=C(\Cl)SCC | 98.6
O=C(NCc1cc(C(F)(F)F)ccc1Cl)C1CCC(=O)N1c1cccs1 (configuration not stated) | 97.1
O=C(Nc1ccccc1)Nc1ccc(Oc2ncnc3sc4c(c23)CCCC4)cc1 | 101.7
Cc1cccc(-c2nc(Nc3ccc(C(=O)O)cc3)c3ccccc3n2)c1 | 92.7
CC(=O)O[C@H]1CC[C@H]2[C@@H]3CC=C4c5sc(-c6cccc(Cl)c6)nc5CC[C@]4(C)[C@H]3CC[C@]12C | 103.5
CCCCCCCCC(=O)Oc1ccc(/C(=C(/C)Cc2cccc(OCC)c2)c2ccc(OCCN(C)C)cc2)cc1 | 87.8
CCC/C=C(\CC)C(=O)OCC1CC=CCC1C (configuration not stated) | 87.8
O=C(Nc1ccc(OS(=O)(=O)c2ccc(C(F)(F)F)cc2)cc1)C1CCCCCCC1 | 89.1

Remaining list, next part:
SMILES	HL-60(TB)
Cc1ccccc1-c1nc2c(s1)C1=CC[C@@H]3[C@H](CC[C@]4(C)C(=O)CC[C@@H]34)[C@@]1(C)CC2	100.8
OCc1ccccc1O	101.0&117.8
O=C/C=C/C=C/C=C/c1ccccc1	109.6
CCCNC(=O)c1cccc([N+](=O)[O-])c1	99.9
N=c1c2c(=N)n3c(nc2nc2n1-c1ccccc1Sc1ccccc1-2)sc1cc(Cl)ccc13	50.3
COc1ccc(/C(=C2/O[C@@H]([C@H]3COC(C)(C)O3)[C@H]3OC(C)(C)O[C@@H]23)c2cc(OC)c(OC)c(OC)c2)cc1O	-0.4*
CC(C)=CC/C=C(/C)[C@H]1CC[C@]2(C)[C@@H]1CC[C@@H]1[C@@]3(C)CCC(=O)NC(C)(C)[C@@H]3CC[C@]12C	-22.1*[100 µM]
CCOC(CNC(=O)c1cccc([N+](=O)[O-])c1)OCC	104.7
COc1ccc(/C=C/c2c3c(nc4ccccc24)CC/C(=C\c2ccccc2)C3=O)cc1	54.9
Oc1[nH]c(=S)sc1C=Nc1ccc(F)cc1	99.7
CCCCCCCCCCCCCCCCCCN(C)C	72.3
FC(F)(F)c1ccc(-c2nc3ccccn3c2NCCN2CCOCC2)cc1	100.7
CC1(C)CN1P(=O)(N1CC1(C)C)N1CC1(C)C (configuration not stated)	90.0
O=C1c2cc(Br)ccc2Oc2cc([N+](=O)[O-])ccc2N1c1ccc(F)cc1F	54.1
COc1cc(/C=C/C(=O)c2c(-c3ccc(F)cc3)nc3sc(C)nn23)cc(OC)c1OC	12.0
Cc1nc(Cl)c2c(n1)N(C)c1ccc(Cl)cc1C(C)C2 (configuration not stated)	72.2
C/C(=N/NC(N)=O)c1ccc2c3c(cc(Br)c2c1)CCCC3	101.5
CCCC(=O)Nc1ccc(Nc2ncccc2C(=O)OCC)cc1	90.0
O=C1Nc2ccc(Cl)cc2C12Oc1ccc(Cl)cc1C1CC(c3ccc(F)cc3)=NN12 (configuration not stated)	94.5
Cc1cnccc1N	104.5
COc1ccc(-c2c(-c3cc(OC)c4c(c3)OCO4)noc2N)cc1	-7.5*

Screening data from PubChem BioAssay.
